Cardiac RTF inh = cardiac RTF calcium desensitization. actives 0.12% (n = 340,000). IANBD-labeled cardiac RTF, Ca2+ fluorescence. P19429+P45379. inhibition, % at 7.15 µM;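 active = inhibition above the mean inhibition of all tested compounds plus 3 SD, cut at about 17% in these data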;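 also: assay run at fixed EC70 calcium of 1.6 mM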
Keap1 Nrf2 FP = Keap1-Nrf2 (human) interaction inhibition; Q14145; Keap1 Kelch-Nrf2 peptide fluorescence polarization, 1536-well; inhibition, % at 9.4 µM; actives 0.15% (n = 340,000); AID 504523; in the data active = inhibition above about 12%; inconclusive = no clear call, values can overlap the other calls; inactive = below about 7.3%;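 also: human Keap1 Kelch domain with fluorescein labeled Nrf2 9mer peptide probe; 0% = neutral control wells and 100% = peptide positive control; higher means more block of Keap1 binding to Nrf2 peptide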
Target sequence (Q14145 whole entry, looked up, the tested form may be a part): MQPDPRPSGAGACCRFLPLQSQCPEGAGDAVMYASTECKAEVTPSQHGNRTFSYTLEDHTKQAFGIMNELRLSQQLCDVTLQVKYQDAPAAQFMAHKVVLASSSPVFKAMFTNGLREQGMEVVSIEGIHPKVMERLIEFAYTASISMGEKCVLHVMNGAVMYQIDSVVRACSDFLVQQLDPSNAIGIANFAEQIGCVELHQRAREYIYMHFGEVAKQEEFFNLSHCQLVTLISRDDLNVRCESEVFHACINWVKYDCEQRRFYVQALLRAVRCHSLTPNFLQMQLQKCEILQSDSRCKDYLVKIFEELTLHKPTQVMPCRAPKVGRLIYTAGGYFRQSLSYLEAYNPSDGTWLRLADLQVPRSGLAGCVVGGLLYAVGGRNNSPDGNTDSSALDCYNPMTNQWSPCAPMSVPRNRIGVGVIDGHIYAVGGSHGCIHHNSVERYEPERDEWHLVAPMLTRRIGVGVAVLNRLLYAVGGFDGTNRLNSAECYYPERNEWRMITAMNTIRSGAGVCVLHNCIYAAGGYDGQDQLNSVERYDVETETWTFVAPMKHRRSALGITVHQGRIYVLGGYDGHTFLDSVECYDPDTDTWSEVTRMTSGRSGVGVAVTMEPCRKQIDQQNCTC
Pemphigus Ab inh = inhibitors of pemphigus antibody binding to human desmoglein-3; P32926; AID 588358; DSG3-coupled beads, scFv-anti-DSG3-GFP binding, flow cytometry; stronger effect = lower value; actives 0.48% (n = 310,000); binding (percent of control), % at 10 µM;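 active = binding more than 3 SD below its plate's average and above zero; inconclusive = below that plate limit but binding exactly zero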;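 also: hits lower antibody fragment binding to DSG3; some compounds called inactive have numbers as strong as hits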
V-ATPase pHluor = alters yeast V-ATPase proton transport; actives 0.37% (n = 350,000); response, % at 10 µM; S. cerevisiae, pHLuorin cytosolic pH fluorescence; in the data active = response mostly above about 7.3%, no sharp cut-off; inactive = mostly below about 5.4%; also: actives read high; inactives centre near 0; some compounds called inactive have numbers as strong as hits; reference of the scale not given here
Wnt bcat act = Wnt/beta-catenin pathway activation; actives 1.2% (n = 300,000); AID 743398; Wnt/beta-catenin reporter cell assay, activator, plate reader; activation, % at 9.35 µM; in the data active = activation above about 30%, passing the limit was not always enough; inconclusive = no clear call, values can overlap the other calls;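 also: 0% = neutral control wells and 100% = positive control wells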
MOR-DOR inv ag = inverse agonist of human OPRM1-OPRD1 heterodimerization. P35372+P41143. cell-based MOR-DOR heterodimer luminescence, inverse agonism. actives 0.21% (n = 340,000). inhibition, % at 9.3 µM. AID 504357; in the data active = inhibition above about 22%, passing the limit was not always enough;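 also: 0% = cells with DMSO and 100% = wells without cells with DMSO; values of inactives mirror those of a sister screen read the other way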
Arrestin-AP2 inh = blocks beta-arrestin peptide binding to AP2 adaptin; FITC-arrestin peptide / GST-AP2 beads, flow cytometry; AP2 beta2 appendage carries R879A mutation; inhibition, % at 10 µM; actives 0.31% (n = 340,000); AID 504490;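 active = inhibition above a set limit, near 3 SD of compounds lacking own fluorescence, cut at about 54% in these data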;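 also: plate controls were DMSO wells for no effect and 5 µM unlabelled arrestin peptide for full effect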
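System: GST-AP2 R879A glutathione beads | Also added: FITC-arrestin peptide, 50 nM | Times: 12 min plus 1 h, RT | Signal: Bead flow cytometry, FITC channel | Buffer or medium: PBS with 0.05% Tween 20 and 0.1% BSA | Read-out basis: Percent drop in bead-associated FITC signal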
OPRM1-OPRD1 ag = agonists of human mu-delta opioid receptor heterodimerization; P35372+P41143; cells, OPRM1-OPRD1 heterodimerization, luminescence; AID 504326; actives 0.3% (n = 340,000); activation, % at 9.3 µM; in the data active = activation above about 18%;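 also: 0% = vehicle-treated cells and 100% = reference agonist; values of inactives mirror those of a sister screen read the other way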
RTF Ca sens act = cardiac RTF calcium sensitization; IANBD-labeled TnC RTF fluorescence at EC20 calcium; 0% EC20 calcium, 100% full calcium; actives 0.24% (n = 340,000); AID 493008; activation, % at 7.2 µM; P19429+P45379;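 active = activation above the mean over all tested compounds plus 3 SD, cut at about 30% in these data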;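 also: rise in fluorescence read as greater calcium sensitivity of cardiac thin filaments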
LANA DNA inh = KSHV C-LANA DNA binding inhibition | AID 504423 | inhibition, % at 9 µM | MBP-C-LANA/FAM-LBS DNA binding, fluorescence polarization | actives 0.078% (n = 340,000);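 active = highest replicate inhibition at or above 60% at 9 µM, even if other replicates fall short; inactive = all replicates below 60% inhibition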;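 also: 0% = neutral control wells and 100% = 4 µM acridine orange control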
Numbers without * were called inactive; ? = inconclusive; . = not tested or not shown; & = joins results of further samples. No enrichment for hits. Share with any hit: about 3.1%.

SMILES,Cardiac RTF inh,Keap1 Nrf2 FP,Pemphigus Ab inh,V-ATPase pHluor,Wnt bcat act,MOR-DOR inv ag,Arrestin-AP2 inh,OPRM1-OPRD1 ag,RTF Ca sens act,LANA DNA inh
CCN(CC)S(=O)(=O)c1ccc(N=Nc2c(C)[nH]n(C(N)=S)c2=O)cc1,-2,-7,118,-2,28,7,10,-1.2,-2,0.0
O=C(Cn1nc(-c2ccccc2)ccc1=O)NCC1CCCO1 (centres undefined),-1,-5,102,1,-13,7,-1,-1.4,2,-0.7
O=C(c1ccc(=O)[nH]c1)N1CCN(S(=O)(=O)c2ccc3ccccc3c2)CC1,-10,3,95,1,-1,18,-8,-4.9,-2,-1.0
O=C(CSc1nnc(NC2CC2)s1)NN1C(=O)NC2(CCCCC2)C1=O,-4,-4,111,2,-3,0,-9,0.1,5,-0.4
O=C(CN1CC[C@@]2(O)CCCC[C@H]2[C@@H]1c1ccc(F)cc1)NCc1ccco1,-1,-6,107,3,2,15,-4,-2.8,-2,52
CC1Sc2n(c3ccccc3[n+]2C)N=C1c1ccccc1 (centres undefined),-4,0,92,4,2,7,-9,-1.1,-3,-1.6
NC(=O)c1ccc[n+](Cc2cccc3ccccc23)c1,-10,2,95,2,.,-6,-12,0.9,-2,-0.1
Cc1ccc(F)cc1NC(=O)CSc1ncccn1,1,-1,104,1,0,2,13,-0.5,2,3.1
Cc1cc(C)c(C(=O)/C=C/C=C/c2ccccc2)c(=O)[nH]1,12,-2,98,5,0,6,27,-1.2,2,0.4
CC(C)(C)c1cc(NC(=O)c2cccc(S(=O)(=O)N3CCOCC3)c2)no1,1,-1,102,-1,.,-1,38,0.3,15,-1.6
Cc1ccc(NC(=O)C2C3C=CC4(O3)C2C(=O)N(CCCN2CCCC2)C4C(=O)NC2CCCCC2)cc1Cl (centres undefined),-1,-1,.,-2,-2,-1,-5,0.1,-5,-2.1
O=C(CNC(=O)c1ccc(Br)cc1)N/N=C/c1ccc[nH]1,-29,-3,68,1,.,-1,4,0.2,9,-0.1
CCCN1C(=O)c2ccccc2NC1c1ccc(Cl)c(Cl)c1 (centres undefined),-13,5,111,2,0,-3,-11,0.5,-1,0.2
CCOC(=O)c1sc(NC(=O)CSc2nncn2C)nc1C,-5,-2,79,-3,1,6,-19,-1.2,7,-5.5
COc1ccc2oc(C(=O)OCC(=O)Nc3ccc(NC(C)=O)cc3)c(C)c2c1,4,-7,99,-3,6,-9,17,1.3,-2,-0.4
O=C(CSc1ncc(-c2ccc(F)cc2)n1Cc1ccco1)Nc1nccs1,-3,-4,97,0,-7,5,-1,-0.7,0,-1.6
O=C(Nc1ccc(F)cc1)Nc1cccnc1,-5,-1,104,0,0,17,1,-3.6,-7,-2.6
CCN(c1ccc(C)cc1C)S(=O)(=O)c1nnc(NC(=O)c2ccco2)s1,-7,-5,92,-1,3,5,37,-1.1,3,-1.0
Brc1ccc(-c2nnc3sc(CNC4CCCC4)cn23)cc1,3,-4,100,-3,3,6,13,-1.1,7,-0.8
CC1Cc2ccccc2N1C(=O)c1nn(C)cc1Br (centres undefined),3,0,.,-9,.,18,16,-3.5,2,0.3
COc1cccc(-c2cc(C(=O)Nc3cc(OC)c(OC)c(OC)c3)no2)c1,0,0,98,-4,.,13,20,-2.5,4,0.4
CC(C)(C)N(Cc1ccccc1)C(=O)COC(=O)C1CC(=O)N(Cc2ccccc2)C1 (centres undefined),-3,3,99,6,-4,12,7,-2.3,-6,0.0
C=CCn1c(Cc2cccs2)nnc1SCC(=O)Nc1ccc(OC)cc1,-5,-1,84,0,-5,15,20,-3.0,-1,0.7
O=C(Cn1cnc2ccccc21)N/N=C/c1ccco1,3,0,97,-7,-1,.,33,.,-9,-0.7
O=S(=O)(Nc1nc2ccccc2nc1Cl)c1ccc(F)cc1,2,-3,89,0,2,10,-5,-2.0,-4,0.4
COc1ccc(C(=O)NCC(=O)OCC(=O)N2CCCc3ccccc32)cc1,7,-6,87,-2,1,16,-4,-3.3,-3,1.3
C=CCN1C(=O)CSc2ccc(C(=O)NCc3ccc(F)cc3)cc21,-4,2,99,3,-2,3,-3,-0.6,-2,0.5
O=C(OCC(=O)N1CCN(C(=O)c2ccco2)CC1)c1ccccc1C(=O)c1ccccc1,-13,-3,108,-1,0,16,0,-2.8,4,-1.3
Cc1ccc(C(=O)N2CCN(c3ccccc3)CC2)cc1S(=O)(=O)N1CCOCC1,-2,0,103,3,0,17,-15,-2.4,-6,-0.4
CCOC(=O)C(C(C)C)C(N)Cc1ccc(F)cc1 (centres undefined),4,0,98,.,-9,-4,5,0.6,-3,1.9
CC(C)C[C@H](NC(=O)c1nc[nH]c1C(=O)NCCCCCNC(=O)OC(C)(C)C)C(=O)OCc1ccccc1,-13,-2,100,-4,-4,-47,-4,8.7,-2,-3.1
Cc1nn(C)c(C)c1CN(C)C(=O)C1(C)CC1(Br)Br (centres undefined),6,0,103,-3,1,12,2,-1.9,3,-3.5
CC(=O)N1c2ccc(S(=O)(=O)NCC3CCC(C(=O)N4CCC(C)CC4)CC3)cc2CC1C (centres undefined),-6,-1,99,2,-2,10,-9,-2.0,-10,-0.9
N#CCCN1CCN(C(=S)c2ccc(-c3cccc(Cl)c3)o2)CC1,-7,0,99,3,.,7,-4,-1.2,8,1.5
O=C(Nc1ccc2c(c1)CCC2)c1cc(=O)[nH]c2ccccc12,-14,2,79,-2,0,-6,27,1.1,-1,1.1
CC(=O)Nc1ccc(NC(C)=C(C#N)C#N)cc1,-3,-1,98,1,0,7,11,-1.1,3,0.0
COc1cc(CC(=O)Nc2cccc(SC)c2)cc(OC)c1OC,-9,-4,98,-4,-9,1,11,-0.1,3,0.6
CN1CCc2cccc3c2C1Cc1ccc(O)c(O)c1-3 (centres undefined),-4,-2,160,11,7,-65,6,12,6,0.0
O=c1c2c(nc3n1CCCCC3)-c1ccccc1CC21CCCC1,-2,0,101,-4,0,-3,21,0.6,-1,0.7
COc1ccc(CCNC(=S)NC(=O)c2cc(OC)c(OC)c(OC)c2)cc1OC,5,-3,116,0,-1,14,2,-2.9,7,-0.2
CNS(=O)(=O)c1cccc(C(=O)OCC(=O)Nc2ccc3ccccc3c2)c1,3,-8,125,1,2,12,-10,-2.2,-2,3.8
COc1ccc(OC(=O)COc2ccc(C)cc2)cc1,1,4,102,-2,-1,-12,10,2.2,-3,2.7
COc1cc(OC)cc(C(=O)NCC(=O)N2CCC(C)CC2)c1,-12,-1,97,3,.,15,6,-2.6,7,0.4
Cc1ccccc1NC(=O)Cc1nnc(SCC(=O)NC2CCCCC2)n1C,-14,4,93,2,0,2,-18,-0.2,-7,0.3
CC(C)(C)c1ccc(S(=O)(=O)NNC(=O)c2cc3ccccc3[nH]2)cc1,1,-7,117,3,11,-73,-5,15,2,-2.0
CSc1ccccc1NC(=O)c1cc(-c2ccc3c(c2)OCO3)on1,6,-1,108,5,11,9,25,-1.6,-2,0.4
CCCCn1c(N)c(N(Cc2ccccc2OC)C(=O)c2ccc(N3CCCC3=O)cc2)c(=O)[nH]c1=O,-5,-2,101,-1,0,16,-6,-3.0,-3,0.8
O=C(Nc1ccccc1)Nc1cccc(-c2cn3cccnc3n2)c1,5,-2,104,-1,-1,-3,16,0.6,-3,-1.3
CC(C)CNC(=O)C1Nc2ccc(OC(F)(F)F)cc2C2C=CCC12 (centres undefined),-1,5,94,4,0,-23,7,4.1,-4,1.2
COc1cc(/C=N/NC(=O)c2c(-c3c(Cl)cccc3Cl)noc2C)ccc1OCC(N)=O,-1,3,106,0,-1,1,9,-0.2,1,-1.3
COc1ccc(CNC(=O)C2CCCN(Cc3nc(-c4cccc(C)c4)oc3C)C2)cc1 (centres undefined),-1,6,88,4,-2,-12,-6,1.9,-2,0.6
Cc1cccc(NC(=O)CCc2nc3sc4c(c3c(=O)[nH]2)CCCC4)n1,-17,-1,99,-7,1,10,-4,-1.9,0,-0.2
CC(C)(C)OC(=O)N[C@@H](Cc1ccccc1)c1nnc(SCC(=O)c2ccc(Cl)cc2)o1,0,-4,90,1,.,-23,-10,4.3,2,-1.4
COc1ccc(-c2cc(C(=O)O)c3sc(N4CCCCC4)nc3n2)cc1OC,-6,-5,118,8,-2,15,8,-2.8,5,3.2
CCOc1ccccc1CN1CCNC(=O)C1CC(=O)NCc1ccccn1 (centres undefined),-9,-2,101,1,-2,-6,-5,1.1,-1,-0.1
CN(Cc1ccc(F)cc1)C(=O)c1cccc(NS(=O)(=O)c2ccccc2)c1,1,4,104,0,-1,8,25,-1.5,-1,-0.2
Cc1cc(Cl)c2oc(C(=O)N(CCO)Cc3ccccc3)c(C)c2c1,-2,-4,102,-3,7,1,20,-0.3,5,0.6
Cc1nc(NC(=O)c2cccnc2Cl)sc1C,-3,1,108,2,0,9,-1,-1.7,-3,0.5
CC(C)(C)c1ccc(-n2ncc3c2CCCC3NC(=O)c2csnn2)cc1 (centres undefined),-3,6,.,0,-5,8,41,-1.3,-3,-0.1
Cc1ccc(NC2(c3nnnn3-c3c(C)cccc3C)CCCCC2)cc1,-17,-3,96,-7,-2,-23,5,3.2,6,0.3

(list continues)
SMILES,Cardiac RTF inh,Keap1 Nrf2 FP,Pemphigus Ab inh,V-ATPase pHluor,Wnt bcat act,MOR-DOR inv ag,Arrestin-AP2 inh,OPRM1-OPRD1 ag,RTF Ca sens act,LANA DNA inh
COc1ccccc1C(=O)Nc1cc(Cl)ccc1O,-7,-4,104,-2,1,13,30,-2.3,1,2.8
CCOC(=O)c1c(C)[nH]c(C(=O)OCc2ccc(C)cc2)c1C,-3,-5,110,-3,5,-24,13,4.7,-3,0.0
O=c1nc(-c2ccccc2)n(-c2ccc(Cl)cc2)[nH]1,0,-5,88,-1,.,4,-4,-0.7,2,-0.3
O=C1CN(C(=O)COC(=O)CNC(=O)c2ccccc2)c2ccccc2N1,-13,6,83,-2,2,21,-2,-4.1,13,1.1
Fc1cccc(Cl)c1-c1nnc2ccc(N3CCOCC3)nn12,0,-1,103,-3,0,-2,2,0.4,2,-0.4
Cc1cc2nccc(-c3ccc(Cl)cc3Cl)n2n1,0,1,99,-52,0,15,45,-3.3,-4,0.4
CC/C(=C(\c1ccc(O)cc1)c1ccc(OCCN(C)C)cc1)c1ccccc1,18*,-2,191,3,-4&-2,-13,3,2.4,2,-0.5
CN1CCN(C(=S)c2ccc(-c3cccc([N+](=O)[O-])c3)o2)CC1,0,-1,.,0,?,2,14,-0.4,2,-0.4

From PubChem BioAssay
